Source: PubChem
EP2 antag = inhibitors of human EP2 prostaglandin E2 receptor; C6 glioma cells expressing human EP2, cAMP TR-FRET; cells stimulated with saturating PGE2; inhibition, % at 25 µM; 0.52% of 260,000 active; AID 1422;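 active means percent inhibition above 40 after rounding to a whole number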;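 further: rat C6 glioma host cells with rolipram phosphodiesterase inhibitor present; the protocol text gives 20 µM as final concentration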
Target sequence (P43116 whole entry, looked up): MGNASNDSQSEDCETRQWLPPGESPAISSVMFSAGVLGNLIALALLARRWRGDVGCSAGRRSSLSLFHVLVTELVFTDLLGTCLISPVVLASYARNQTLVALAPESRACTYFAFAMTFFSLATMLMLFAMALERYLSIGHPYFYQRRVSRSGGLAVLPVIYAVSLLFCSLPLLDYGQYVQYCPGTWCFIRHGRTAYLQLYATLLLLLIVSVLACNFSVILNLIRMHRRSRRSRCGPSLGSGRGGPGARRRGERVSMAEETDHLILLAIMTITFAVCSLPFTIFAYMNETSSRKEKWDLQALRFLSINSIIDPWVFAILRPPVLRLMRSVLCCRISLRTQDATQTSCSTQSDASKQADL
EP2 mod = EP2 receptor (human) modulation | AID 940 | EP2-expressing cells, cAMP HTRF FRET, PGE2 co-stimulation | induction, % at 25 µM | P43116 | 0.83% of 260,000 active;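 active means compounds whose cAMP rise, as percent of the full-agonist control response, exceeds 60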;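 further: rat C6 glioma line stably carrying human EP2 under a CMV promoter; the protocol text gives 20 µM as final concentration; 100% = response of wells given 1 µM PGE2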
An asterisk follows results filed as active; & = joins results of further samples. Not all compounds are listed; the hit share may differ from the screen's.

SMILES	EP2 antag	EP2 mod
CCCC(c1nnnn1Cc1ccco1)N(Cc1cc2cc(C)cc(C)c2[nH]c1=O)CC1CCCO1 (centres undefined)	10	-3
Cc1c(C(=O)NC2CCCCC2)oc2ccccc12	16	-73
COc1cc(OC)cc(C(=O)N2CCC(C(=O)Nc3cccc(Cl)c3)CC2)c1	7	-34
Cc1c(S(=O)(=O)O)oc2c1C(=O)C(=O)c1c-2ccc2c1CCCC2(C)C	9	-24
Cc1ccc(CN(CCCn2ccnc2)Cc2cc3c(cc2Cl)OCO3)s1	5	14
CCOC(=O)C1CCN(C(=O)c2cnn3c(C(F)F)cc(-c4ccc(C)cc4)nc23)CC1	12	-28
OC1(c2ccc(F)cc2)CCN(Cc2cnc(N3CCCCC3)nc2)CC1	5	-48
C=C(C)Cn1c(N(C)Cc2ccccc2)nc2c1c(=O)n(C)c(=O)n2C	5	-30
CC(C)(C)C(=O)Nc1nnc(SCC(=O)Nc2ccccc2)s1	11	-13
CNC(=S)N(CCN1CCOCC1)Cc1cc2cc3c(cc2[nH]c1=O)OCO3	9	-142
C/C(O)=C\c1nc(=O)c2ccccc2n1C1=CCN(Cc2ccccc2)CC1	7	6
CC1(C)Oc2ccc(C(=O)NC3CC3)cc2N(CC(=O)Nc2cccc(Cl)c2)C1=O	11	-29
CN1CCN(C(=O)CCN2C(=O)/C(=C/c3cccc(Br)c3)SC2=S)CC1	6	-396
CCn1c(SCC(=O)Nc2c(C)cccc2C)nnc1C1CCCCC1	23	-27
CCc1ccc2nc(-c3ccc(F)cc3)nc(SCC(N)=O)c2c1	10	11
Cc1ccc(O)c(NC(=O)C2CC(c3ccccc3O)=NO2)c1 (centres undefined)	8	-102
COC(=O)[C@@H](N)Cc1ccc(O)c(O)c1	9	14
Cc1ccc(NC(=S)N(CCO)Cc2cc3ccc(C)cc3[nH]c2=O)c(C)c1	10	-48
Cn1c(SCC(N)=O)nc2sc3c(c2c1=O)CCCC3	8	-61
Cc1ccc(-c2csc3ncn(CC(=O)OC(C)C)c(=O)c23)cc1	10	-3
CCC(Sc1nc(-c2ccccc2)c(C#N)c(=O)[nH]1)C(=O)Nc1ccc2ccccc2c1 (centres undefined)	6	11
CCN(CC)CCCNC(=S)N(Cc1cc2ccc(C)cc2[nH]c1=O)CC1CCCO1 (centres undefined)	6	-27
CCCn1c(NCc2ccccc2)nc2c1c(=O)n(C)c(=O)n2C	13	5
COc1ccc(-c2c(C)nn3cc(C(=O)c4ccccc4O)cnc23)cc1	3	11
CCCOc1cccc(/C(O)=C2/C(=O)C(=O)N(Cc3cccnc3)C2c2ccncc2)c1 (centres undefined)	4	4
c1ccc(Cn2nnnc2C(c2ccc3ncccc3c2)N2CCN(C3CCCCC3)CC2)cc1 (centres undefined)	8	10
COCCNC(=O)c1cn(C[C@@H]2CCCN(C(=O)c3cnc(C)cn3)C2)nn1	3	-9
CC(C)N(C(=O)Cn1nc(-c2ccoc2)oc1=O)C(C)C	10	-27
CCc1ccc2[nH]c(=O)c(CN(CCCN3CCOCC3)C(=S)NC)cc2c1	11	-16
COc1ccc(C2(C(=O)NC(c3ccc(F)c(F)c3)c3nccn3C)CC2)cc1 (centres undefined)	9	-31
CCOC(=O)c1c(NC(=O)COC)sc2c1CCC(C)C2 (centres undefined)	16	44
COc1ccc(C2(NC(=O)CCn3cncn3)CCCCC2)cc1	6	-29
CN1CCN(C(=O)C2CCN(S(=O)(=O)c3ccccc3)CC2)CC1	11	-15
CCOc1ccc(/C=C/c2[nH]c(=O)[nH]c(=O)c2[N+](=O)[O-])cc1OC	6	-32
O=C(Nc1nnc(COc2ccccc2)s1)C1CCC1	9	-29
COC(=O)[C@@H]1C(O)[C@H](C(=O)OC)[C@@H](C)N(C)[C@H]1C (some centres undefined)	7	6
Cc1cc2cc(CN(Cc3ccc(F)cc3)C(=O)N(C)C)c3nnnn3c2cc1C	7	2
Cc1cc2cc3c(cc2nc1SCC(=O)N1CCCC1)CCC3	16	16
CCN(CC)CCCN1C(=O)C(=O)/C(=C(\O)c2ccc(C)cc2)C1c1cccs1 (centres undefined)	8	5
C=CCNC(=O)CSc1nc(-c2ccccc2)nc2ccc(Cl)cc12	10	-23
N#Cc1cc2cc3c(cc2nc1N1CCCN(C(=O)c2ccccc2F)CC1)OCO3	10	45
O=C1/C(=C\c2ccc(-c3ccc(Cl)c(Cl)c3)o2)SC(=S)N1CCS(=O)(=O)O	13	8
O=C(O)CCCCCNC1CCS(=O)(=O)C1 (centres undefined)	6	16
CNC(=O)C1C2C(=O)N(C3CC3)C(C(=O)NC3CCCCC3)C23C=CC1(C)O3 (centres undefined)	10	7
NC(=[SH+])[N-]/N=C/c1ccccn1.O=S(=O)(O)O.[Fe]	4	11
COC(=O)c1ccc(-n2nnnc2SCC(=O)NCc2ccc3c(c2)OCO3)cc1	5	-59
COc1ccc2[nH]c(=O)c(CN(Cc3ccccc3)S(=O)(=O)c3ccc4c(c3)OCCO4)cc2c1	12	-102
CCC(C)(C)NC(=O)C(c1ccccc1)N(C(=O)c1sc(C)nc1C)c1ccncc1 (centres undefined)	9	17
CC(C)C(c1nnnn1C1CCCCC1)N(CCO)Cc1cc2cc3c(cc2[nH]c1=O)OCCO3 (centres undefined)	7	0
Cc1cc(C)c2c(c1)cc(C)c1nnc(SCC(=O)N3CCc4ccccc43)n12	4	17
O=C(COc1ccccc1)Nc1ccc(S(=O)(=O)Nc2ccccn2)cc1	6	-17
OCCNc1nc(Nc2ccccc2O)nc2ccccc12	9	-97
COc1ccc(C(=O)Nc2cccc(C)n2)cc1	5	-61
Cc1ccc(C2=NN(C(=O)CCC(=O)O)C(c3cc4cccc(C)c4[nH]c3=O)C2)cc1 (centres undefined)	18	-6
CCOc1cc(/C=C2\C(=O)N(CCOC)C(C)=C2C(=O)OC)ccc1O	13	9
COc1cc(C2NC(=O)C(O)=C2C(=O)c2ccco2)ccc1O (centres undefined)	14	21
COc1ccc(N2CC(C(=O)Nc3ccccc3Cl)CC2=O)cc1 (centres undefined)	7	-7
CCOc1cccc(C(=O)c2ccc(O)c(O)c2O)c1	11	6
Cc1ccc2[nH]c(=O)c(CN(Cc3ccc(F)cc3)C(=S)NCCCN(C)C)cc2c1	34	-56
C=C(C)Cn1c(CN(C)Cc2ccccc2)nc2c1c(=O)n(C)c(=O)n2C	23	1

Full records as entered above. Screens in order: EP2 antag, EP2 mod
`O=C(COc1ccccc1)Nc1ccc(S(=O)(=O)Nc2ccccn2)cc1` is listed with 6, -17
`CCOc1cccc(C(=O)c2ccc(O)c(O)c2O)c1` is listed with 11, 6
`COc1ccc(N2CC(C(=O)Nc3ccccc3Cl)CC2=O)cc1` (centres undefined) is listed with 7, -7
`Cc1cc(C)c2c(c1)cc(C)c1nnc(SCC(=O)N3CCc4ccccc43)n12` is listed with 4, 17
`COc1ccc(C(=O)Nc2cccc(C)n2)cc1` is listed with 5, -61

The results go on:
SMILES	EP2 antag	EP2 mod
CC(C)Oc1ccc(C(=O)Nc2sc3c(c2C#N)CCC3)cc1	25	-18
O=C(Nc1cccc(C(=O)N2CCOCC2)c1)C1OCOc2ccccc21 (centres undefined)	6	-12
CCOC(=O)c1sc2ncn(CC(C)=O)c(=O)c2c1C	10	-17
COc1ccc(CN2CCC(C(=O)O)CC2)cc1OC	13	-2
O=C1C=C(O)c2ccccc2C1=O	13	23
CCCn1c(SCC(=O)Nc2c(C)cc(C)cc2C)nc2c1c(=O)n(C)c(=O)n2C	11	-4
Cc1ccc(C(=O)Nc2ccc(N3CCN(C)CC3)cc2)c(C)c1	5	-18
COCC(=O)Nc1cc(C)on1	7	-11
Cc1ccccc1-n1ncc2c(SCC(=O)N3CCC(C)CC3)ncnc21	14	-9
CCc1oc(C(=O)O)cc1CN1CCCCC1	12	11
COc1ccccc1NC(=O)c1sc2ncn(CCc3ccccc3)c(=O)c2c1C	6	-6
Cc1nnc(NC(=O)c2c(Cl)cccc2Cl)s1	8	-10
COc1ccc(-c2noc(-c3cc(OC)c(OC)cc3OC)n2)cc1OC	10	-14
Cc1ccc(CN(CCCn2ccnc2)Cc2cccn2-c2ncccc2C)o1	8	19
CC(=O)N[C@@H](CC(C)C)C(=O)O	9	-3
Cc1cc(C)cc(NC(=O)CSc2nc3ccc(Cl)cc3[nH]2)c1	12	7
CC(NC(=O)CN1N=C(C(C)(C)C)Cn2c(cc3sccc32)C1=O)c1ccncc1 (centres undefined)	8	-28
Cc1ccc(OCC(=O)Nc2sc3c(c2C(N)=O)CCC3)cc1C	26	6
Cc1nc(SCC(=O)c2ccccc2)c2c(C)c(C)sc2n1	18	4
CCN1CCCC1Cn1cnc2c(-c3ccc(OC)cc3)nsc2c1=O (centres undefined)	16	-70
COc1ccc2c(c1)O[C@H]1c3ccc(OC)cc3OC[C@@H]21	5	-8
CCOc1ccc2[nH]c(=O)c(CN(Cc3cccs3)C(=S)NCCOC)cc2c1	16	-20
Cc1ccc(Cl)cc1NC(=O)CN1C(=O)c2ccccc2S1(=O)=O	10	-14
O=C(O)Cn1cc(C=C2C(=O)NC(=S)NC2=O)c2ccccc21	15	-12
CCc1nnc(NC(=O)CSc2nnnn2-c2ccc(C)c(C)c2)s1	10	11
CC(CCC(=O)O)(c1cc(Br)c(O)c(Br)c1)c1cc(Br)c(O)c(Br)c1	40*	48
NC(=O)SCC(=O)Nc1ccc2ncccc2c1	9	-6
Cc1c(C(=O)NCc2noc(-c3ccccc3)n2)[nH]c2c(Cl)cccc12	9	-78
O=C(NCc1noc(-c2ccccc2)n1)C1Oc2ccccc2O1	9	-52
Cn1c(N2CCC(C(=O)NC3CC3)CC2)nc2ccccc21	7	-26
CCn1c(=O)n(CC(=O)NCc2cccc(F)c2)c2cccnc21	12	-13
CCOC(=O)Cn1cc(CN2CCn3c(CO)nnc3C2)c2ccccc21	7	-28
Cc1csc(NC(=O)CSc2nc3cc4c(cc3cc2C#N)OCCO4)n1	19	-17
COc1cccc(-c2cc(C(F)(F)F)n3nc(C(=O)O)cc3n2)c1	11	-1
COCCCn1c(SCC(=O)N2CCCCC2)nnc1-c1ccccc1	8	-11
O=C(Nc1cccc2ccccc12)N1CCCCC1	16	14
CCOc1ccc2[nH]c(=O)c(CN(CCO)C(=S)NC3CCCCC3)cc2c1	17	-31
Cc1cc(=O)[nH]c(NC2CCN(S(=O)(=O)c3ccc(C(F)(F)F)cc3)CC2)n1	7	-24
COc1cccc(NC(=O)CCN2C(=O)/C(=C/c3cccc(Br)c3)SC2=S)c1	10	4
CCc1nn(CC(=O)NCCc2cccc(OC)c2)c(=O)c2cc3occc3n12	4	-68
CN1Cc2cccc(C(=O)NC3(c4cccc(F)c4)CCCC3)c2C1=O	5	-10
CCN1C(=O)C2(SC(NC(C)=O)=NN2C(C)=O)c2ccccc21 (centres undefined)	10	-1
COCCN(CC(=O)NC1CCCC1)C(=O)c1nsc(Cl)c1Cl	6	10
CC1(C(=O)Nc2cccc3ccccc23)Cc2ccccc2C(=O)O1 (centres undefined)	5	-53
CCc1ccc2[nH]c(=O)c(C(c3nnnn3C(C)(C)C)N3CCN(c4ccccc4)CC3)cc2c1 (centres undefined)	13	35
OCC(O)C(O)C(O)CO (centres undefined)	10&10	0&-8
CC(C)c1nc2ccccc2c2nn(CC(=O)N3CCCCCC3)c(=O)n12	9	-26
CC(=O)Nc1ccc(NC(=O)CN2C(=O)c3cccc4cccc2c34)cc1	13	-5

Gathered by group: those above with a CF3 group (2)
SMILES	EP2 antag	EP2 mod
COc1cccc(-c2cc(C(F)(F)F)n3nc(C(=O)O)cc3n2)c1	11	-1
Cc1cc(=O)[nH]c(NC2CCN(S(=O)(=O)c3ccc(C(F)(F)F)cc3)CC2)n1	7	-24

Back to the main list, repeating the three entries before the break.
SMILES	EP2 antag	EP2 mod
OCC(O)C(O)C(O)CO (centres undefined)	10&10	0&-8
CC(C)c1nc2ccccc2c2nn(CC(=O)N3CCCCCC3)c(=O)n12	9	-26
CC(=O)Nc1ccc(NC(=O)CN2C(=O)c3cccc4cccc2c34)cc1	13	-5
C[N+](C)(C)c1ccc([C@H](N)C(=O)O)cc1	10	16
CC(C)N(Cc1ccc(C(=O)N2CCC3(CC2)NC(=O)c2cccnc2N3C)o1)C(C)C	11	-40
Cc1ccc2cc(C(c3nnnn3Cc3ccccc3)N3CCCC(C)C3)c(=O)[nH]c2c1 (centres undefined)	11	-11
Cc1ccc2c(c1)nnn2C1CCN(S(=O)(=O)c2ccc(-n3cnnn3)c(C)c2)CC1	7	6
Cc1cc2ncn(CC(=O)Nc3cccc(C)c3C)c2cc1C	10	-43
COc1ccc(CC(=O)Nc2nnc(Cc3ccc(OC)c(OC)c3)s2)cc1OC	18	0
COc1ccc(C2(NC(=O)c3nsc(Cl)c3Cl)CCCCC2)cc1	8	-51
Cc1ccc2cc(C#N)c(N3CCN(C(=O)c4ccccc4)CC3)nc2c1C	9	-63
C=CCn1c(NN)nc2c1c(=O)n(C)c(=O)n2C	11	-15
COc1cccc(NC(=O)N(Cc2ccccc2)Cc2nc3sc4c(c3c(=O)[nH]2)CCCC4)c1	4	-15
O=C(NC1CCCC1)C1CC(c2ccccc2O)=NO1 (centres undefined)	15	-18
CCn1c(SCC(=O)c2ccc(C)cc2C)nnc1-c1ccco1	11	-47
COc1ccc(NC(=O)CN2CCC3(CC2)NC(=O)c2ccccc2O3)cc1	10	-11
O=C1C=CC2=C3c4cc(O)c(O)cc4C[C@@]3(O)COC2=C1	7	6
COCCNC(=S)N(Cc1cc2ccc(C)cc2[nH]c1=O)C1CCCC1	5	-24
COC(=O)c1c(NC(=O)c2cccc(OC)c2)sc(C(=O)N2CCCC2)c1C	13	7
COc1ccc(OC)c2[nH]c(C(=O)N3CCCC34CC=CC4)cc12	9	-109
O=C(NC1(c2ccccc2)CCCC1)c1ccc(-n2cnnc2)cc1Cl	6	-30
CCOC(=O)c1sc(NC(=O)CSc2nnc(-c3ccco3)n2C)nc1C	14	8
